Source: PubChem
HCMV inh: qHTS Assay for inhibitors of the human cytomegalovirus (HCMV). HFF cells, HCMV-luciferase reporter, 72 h; active compounds read low. activity change, negative = inhibition, % at 57.5 µM. 4.5% of 410,000 active; in the data active = activity change below about -60%; inconclusive = no clear call, values can overlap the other calls; inactive = above about -39%
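HFF cells seeded 16 h at 37C, treated with compounds, infected with luciferase-reporter HCMV at MOI 1 PFU/cell; luciferase read at 72 h post infection, normalized to buffer-only and Salinomycin controls.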
Tb PYK inh: qHTS of Trypanosoma Brucei Inhibitors; pyruvate kinase (Trypanosoma brucei), Q57TT1; TbPYK enzyme, Kinase-Glo Plus ATP luminescence, 45 min; Potency, µM (doses to about 76.8 µM), without a hit: top-dose activity, negative = inhibition, hits mostly inhibitors; 0.12% of 410,000 active; AID 624173, 2012; note: potency is the fitted concentration of half-maximal effect; nearly all actives have a fitted effect of over 50% in size
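ADP (130 uM final) triggers the TbPYK reaction after compound addition; incubation is 45 min at room temperature. Kinase-Glo Plus is then added and luminescence imaged. Normalized data are fitted to concentration-effect curves.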
LmPK inh: qHTS Assay for Inhibitors of Leishmania Mexicana Pyruvate Kinase (LmPK). Q27686. purified LmPK, Kinase-Glo ATP luminescence, 1 h. Potency, µM (series often up to 57.5 µM), inactives show at the highest dose activity change, negative = inhibition, actives largely listed as inhibitors. 0.37% of 290,000 active. AID 1721, 2009; note: potency is the fitted concentration of half-maximal effect
Target sequence (Q27686 whole entry, looked up): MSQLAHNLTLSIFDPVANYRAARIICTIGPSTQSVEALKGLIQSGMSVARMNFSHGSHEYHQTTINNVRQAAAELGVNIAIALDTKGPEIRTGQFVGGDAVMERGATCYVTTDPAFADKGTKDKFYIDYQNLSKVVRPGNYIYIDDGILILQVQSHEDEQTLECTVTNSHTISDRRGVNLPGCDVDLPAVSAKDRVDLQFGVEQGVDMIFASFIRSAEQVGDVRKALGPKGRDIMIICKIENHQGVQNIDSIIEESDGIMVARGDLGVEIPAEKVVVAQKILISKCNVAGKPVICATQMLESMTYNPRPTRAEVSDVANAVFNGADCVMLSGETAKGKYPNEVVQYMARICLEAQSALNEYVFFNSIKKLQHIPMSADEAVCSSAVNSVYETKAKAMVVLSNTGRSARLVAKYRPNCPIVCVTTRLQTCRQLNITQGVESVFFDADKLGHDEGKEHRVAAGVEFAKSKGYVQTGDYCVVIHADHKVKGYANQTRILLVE
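qHTS format; LmPK 0.1 nM; substrates PEP 0.5 mM and ADP 0.1 mM. One-hour room-temperature incubation, then coupled luciferase luminescence; 0.5 nM enzyme wells mark activation.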
AMA1-RON2 inh: qHTS for Inhibitors of AMA1-RON; Towards Development of Antimalarial Drug Lead: Primary Screen; Potency, µM (highest dose often 58.2 µM), for inactives: top-dose activity change, negative = inhibition, usual class: inhibitors; AlphaScreen AMA1-biotinylated RON2 peptide binding; 0.2% of 360,000 active; AID 720542, 2013; Plasmodium falciparum AMA1 (3D7) - RON2 peptide interaction;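 note: potency is the fitted concentration of half-maximal effect; 0% = vehicle wells and -100% = peptide control; nearly all actives have a fitted effect of over 45% in size; some results filed as inactive show a strong effect at the top dose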
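AMA1 (3D7) with his tag at 25 nM final met compounds first, then biotinylated RON2 peptide at 25 nM; detection used donor plus acceptor beads, 10 µg/mL apiece, read by AlphaScreen after 30 min at room temperature.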
AmpC detergent: qHTS Inhibitors of AmpC Beta-Lactamase (assay with detergent) | AID 485294, 2010 | 0.041% of 370,000 active | Potency, µM (doses to about 114 µM), for inactives: top-dose activity change, negative = inhibition, actives largely listed as inhibitors | P00811 | AmpC hydrolysis of nitrocefin, absorbance 480 nm, 0.01% Triton;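 note: potency is the fitted concentration of half-maximal effect; 0% = no-compound wells and -100% = no-enzyme wells; nearly all actives have a fitted effect of over 25% in size; some results filed as inactive show a strong effect at the top dose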
Target sequence (P00811 whole entry, looked up): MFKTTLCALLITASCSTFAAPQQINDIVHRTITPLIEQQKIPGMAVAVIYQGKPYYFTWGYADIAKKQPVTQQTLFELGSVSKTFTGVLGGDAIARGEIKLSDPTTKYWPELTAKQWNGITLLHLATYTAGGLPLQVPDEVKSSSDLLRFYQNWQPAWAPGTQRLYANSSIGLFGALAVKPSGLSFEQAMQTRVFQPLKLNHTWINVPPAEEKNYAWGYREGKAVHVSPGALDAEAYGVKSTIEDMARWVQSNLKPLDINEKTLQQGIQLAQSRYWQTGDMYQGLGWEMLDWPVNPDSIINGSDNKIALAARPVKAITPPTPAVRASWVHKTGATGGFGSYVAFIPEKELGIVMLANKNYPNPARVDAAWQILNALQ
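AmpC (5.3 nM in the dispensed reagent) in 20 mM phosphate pH 7.0 with 0.01% (detergent screen) or 0.0001% Triton X-100 was preincubated with compounds for 15 min at room temperature. Nitrocefin was then added from an 800 uM solution, and hydrolysis was followed at 480 nm.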
AmpC no deterg: qHTS Inhibitors of AmpC Beta-Lactamase (assay without detergent); AmpC nitrocefin hydrolysis, absorbance 480 nm, 0.0001% Triton; Potency, µM (top dose mostly 57.1 µM), for inactives: at the highest dose activity change, negative = inhibition, actives largely listed as inhibitors; 0.52% of 330,000 active; AID 485341, 2010;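 note: potency is the fitted concentration of half-maximal effect; plate controls were no compound for no effect and no enzyme for full effect; nearly all actives have a fitted effect of over 20% in size; some results filed as inactive show a strong effect at the top dose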
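20 mM phosphate pH 7.0 + 0.01% (detergent screen) or 0.0001% Triton X-100; 5.3 nM AmpC reagent; cpd preinc 15 min RT; nitrocefin (800 uM stock) to start; A480 q20 s × 4 min; Activity was normalised to no-enzyme and no-compound control wells.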
HCV inhibitor: qHTS Assay for Inhibitors of Hepatitis C Virus (HCV) | Huh7.5.1 HCVcc-Cre infection, luciferase reporter, 44 h | Potency, µM (titrated, usually from 41.8 µM), for the others: at the top dose activity change, negative = inhibition, actives largely listed as inhibitors | 3.4% of 340,000 active; note: potency is the fitted concentration of half-maximal effect
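Seed cells (1,000/well) for 4 h; treat with compound and infect with HCVcc-Cre, moi about 0.5. Incubate 44 h, then detect luciferase activity.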
An asterisk follows results filed as active; ? = inconclusive; / = not tested or not shown; & = joins results of further samples; [ ] = remark or other dose. Unless noted, calls come from the whole dose curve; as a rule, active = well fitted curve in the direction sought with a large enough effect; inconclusive = small, poorly fitted or top-dose-only effect, or another doubt; inactive = no such curve, though single readings can be large; an effect the other way counts as inactive or inconclusive. Unless noted, % is set by controls: 0 for no effect and ±100 for the full control effect.

SMILES	HCMV inh	Tb PYK inh	LmPK inh	AMA1-RON2 inh	AmpC detergent	AmpC no deterg	HCV inhibitor
CCN(C(=O)Cn1cc(C(F)(F)F)ccc1=O)C1CCS(=O)(=O)C1 (stereo not drawn)	-1	3%	/	-3%	/	/	/
COc1ccc(CCNC(=O)CN2C(=O)c3ccccc3S2(=O)=O)cc1	-15	-10%	5%	5%	?	-14%	10%&8%
O=C(CN1C(=O)NC2(CCCC2)C1=O)N1CCN(S(=O)(=O)c2ccc(Cl)cc2)CC1	-3	-1%	0%	-1%	7%	4%	10%
Cc1ccc(C)c(S(=O)(=O)N2CCN(C(=O)/C=C/c3ccco3)CC2)c1	7	-23%	/	-2%	-4%	29%	-5%
CC(=O)C(=Cc1cn(-c2ccccc2)nc1-c1ccccc1)C(C)=O	-23	2%	2%	-6%	0%	-16%	?
COc1ccc(N(CC(C)C)S(=O)(=O)c2nnc(NC(=O)c3cccs3)s2)cc1	4	-2%	/	/	21%	/	/
COc1ccc(-c2ccc(=O)n(CC(=O)Nc3ccc(N(C)C)cc3)n2)cc1	11	-14%	/	/	-2%	/	/
CCCCN1C(=O)C(CC(=O)NC2CCCCC2)CC(C(=O)N(C(C)C)C(C)C)=C1C (stereo not drawn)	-29	-1%	/	3%	/	/	/
COc1ccc(NC(=O)CSc2nnc(C)c(=O)n2N)cc1	-8	5%	-7%	9%	-2%	-3%	13%
COc1ccc(C2=NN(C(=O)CSc3nc4ncc(Cl)cc4[nH]3)C(c3ccco3)C2)cc1 (stereo not drawn)	84	-19%	2%	-1%	?	-31%[11.4 µM]	-18%
COCCNC(=O)c1ccc2c(c1)ncn2-c1ccc(F)c(F)c1	33	-3%	-2%	-1%	-8%	-10%	2%
CN(CC(=O)Nc1ccccc1Br)C(=O)c1ccccc1OCc1ccc(F)cc1	7	5%	/	2%	-1%	-1%	?
COc1ccc(CN2CCC[C@]3(N[C@H](c4ccc(OC)cc4)[C@@H]4C(=O)N(Cc5ccccc5)C(=O)[C@@H]43)C2=O)cc1	-3	3%	/	-2%	/	/	/
O=c1c2ccccc2nc(Cc2ccccc2)n1-c1ccccc1	47	1%	-5%	-4%	-23%	-8%	9%
O=C(Cn1cc2c(n1)CCCC2)NCc1cccnc1	18	8%	-5%	-2%	-9%	-7%	7%
COc1cccc(NC(=O)N2CCCc3ccccc32)c1	?	5%	2%	5%	6%	-12%	6%
Clc1cccc(N2Cc3ccccc3-n3nncc3C2)c1	11	-3%	/	-2%	/	/	/
O=C(Nc1ccccc1C(=O)Nc1ccccc1)c1ccccc1Br	-19	-5%	/	-13%	/	/	?
CCOC(=O)N1CCN(c2nc(C)c3c(n2)CC(C)CC3=O)CC1 (stereo not drawn)	-21	0%	-3%	-13%	-8%	2%	-8%
CN(CCO)c1cc(Sc2nc3ccccc3s2)c2nonc2c1[N+](=O)[O-]	-104*	-11%	1%	-3%	-4%	-21%	11µM*
COc1ccc(NC(=O)CN2C(=O)COc3ccc(S(=O)(=O)N4CCCCC4)cc32)c(OC)c1	-29	-1%	10%	-1%	2%	-12%	?
CCOc1ccc(-n2c(Cc3ccccc3)nnc2SCc2nc(-c3ccccc3C)no2)cc1	2	3%	/	/	1%	/	/
COc1cccc(OCCNC(=O)c2cccc(OC)c2)c1	26	-5%	4%	-2%	-14%	-16%	-14%
Cc1ccccc1-n1nnnc1SC1CCOC1=O (stereo not drawn)	54	-10%	0%	-7%	-9%	-9%	14%
CC1CCC(C(C)C)C(OC(=O)CSc2nnc(N)s2)C1 (stereo not drawn)	-32	1%	0%	0%	-9%	-44%	0%
COc1ccc(S(=O)(=O)N2CCCCC2)cc1NC(=S)Nc1cccc(Cl)c1C	-32	5%	-1%	42%[activator]	-9%	-52%	?
COc1ccc(/C=C\c2cc(OC)c(OC)cc2CC[N+](C)(C)C)cc1OC	5	-5%	3%	17%	1%	39%	0%
ONC(=Nc1cccc(C(F)(F)F)c1)c1cccnc1	-9	-3%	-2%	-3%	-7%	-8%	1%
O=C(CSc1nc(=O)[nH]c2c1CCCC2)Nc1cc(C(F)(F)F)ccc1Cl	-21	-3%	/	/	0%	/	/
Cc1c(-c2ccc(F)cc2)[n+](=O)c2c(n1[O-])CCCCC2	-26	-6%	-5%	-6%	-12%	-19%	7%
CCOC(=O)COc1ccc(S(=O)(=O)N2CCN(c3ccccc3)CC2)cc1	/	5%	-3%	0%	-12%	-7%	25%
CCC(CC)NC(=O)c1ccc(NS(=O)(=O)c2ccc3[nH]c(=O)[nH]c3c2)cc1	/	-4%	-7%	-5%	-8%	-19%	5%
Cc1nn(C(C)C(=O)c2cccc(Cl)c2)c(C)c1[N+](=O)[O-] (stereo not drawn)	-7	-3%	-7%	5%	-6%	-11%	-6%
CCOC(=O)N1CCN(S(=O)(=O)c2ccc(OC)c(C(=O)N3CCCCC3)c2)CC1	?	-1%	-4%	-1%	5%	33%	-10%
O=C(NCN1C(=O)C2C3C=CC(C3)C2C1=O)Nc1nncs1 (stereo not drawn)	19	1%	-11%	-1%	0%	-12%	15%
CCNC(=O)CC1C(=O)N(c2ccc(F)cc2)C(=O)N1Cc1ccc(OC)cc1 (stereo not drawn)	33	-5%	-1%	0%	?	0%	24%
CC(C)n1cnc2c(Nc3cccc(Cl)c3)nc(NCCCO)nc21	93	6%	1%	-3%	4%	49%	11µM*
COc1ccc(CNc2n[nH]c(NCc3ccc(OC)c(OC)c3)n2)cc1OC	0	12%	4%	-4%	?	0%	-11%
COc1cc2[nH]c(=O)n(CCC(=O)N3CC=C(c4ccccc4)CC3)c(=O)c2cc1OC	-21	-1%	5%	-12%	0%	-15%	1%
CC(O)Cn1c(N2CCCC2)nc2c1c(=O)n(C)c(=O)n2C (stereo not drawn)	81	-1%	0%	0%	0%	-16%	12%
N/C(CSc1nc(-c2ccccc2)c(-c2ccccc2)o1)=N\O	18	-8%	7%	-8%	?	-14%	-7%
COc1ccccc1C(=O)NC(CCSC)C(=O)NC1CC1 (stereo not drawn)	6	-1%	/	-7%	/	-3%	16%
CCCCCCCCOC(=O)C[N+](C)(C)C/C=C(/C)Cl	-40	-2%	6%	10%	6%	49%	-4%
CCn1cc(C(=O)N2CCN(c3ccc(OC)cc3)CC2)c(=O)c2cc(S(=O)(=O)N(C)C3CCCCC3)ccc21	19	6%	/	/	4%	/	/
CCC(=O)N(c1ccc(C(=O)O)cc1)c1nc(-c2ccc(OC)cc2)c(C)s1	-10	-1%	2%	-3%	-2%	-25%	4%
Cc1cccc(C)c1NC(=O)C1c2ccccc2OCC(=O)N1CCc1ccccc1 (stereo not drawn)	47	8%	/	27%	/	/	/
CC(C)(CO)Nc1nc(Cl)nc(NC2CCCCC2)n1	15	1%	0%	6%	6%	-15%	-8%
CCOc1ccccc1NC(=O)NC1Cc2ccccc2C1	/	1%	-2%	-1%	0%	-18%	-6%
COc1cc(C2c3cc4c(cc3C(O)C3COCC23)OCO4)cc(OC)c1OC (stereo not drawn)	19	2%	/	3%	/	/	?
Cc1ccc2[nH]c(-c3ccccc3)c(CN3CCCC3)c(=O)c2c1	-36	3%	9%	-8%	-6%	-3%	-14%
O=C(COc1ccc(Cl)cc1)Nc1ccccc1CO	-2	-10%	1%	6%	?	-14%	?
CCc1nc2c(OCc3ccc(F)c(F)c3)cccn2c1N(C)C(=O)c1ccc(C)cc1	21	0%	/	29%	/	/	/
CCN(CC)C(=O)OCCc1cc2ccccc2c(=O)o1	27	-4%	/	-1%	-2%	-25%	-3%
CSc1nc(C)c(C(=O)C[n+]2ccccc2)cc1C#N	-1	3%	5%	4%	-6%	-11%	-19%
CCN(C=NC1=NN(c2cccc(C(F)(F)F)c2)CC1)CC	-22	-28%	-1%	?	-12%	41%	11µM*
CCCCN(C(=O)Nc1ccc(Cl)cc1)C1CCN(C(C)=O)CC1	25&31	4%&-11%	3%	-6%	9%&-8%	23%	19%
Cc1ccc(-n2nc(-c3cccs3)cc2C(=O)NCC2CCCO2)c(C)c1 (stereo not drawn)	-40	-9%	-1%	-11%	3%	49%	6%
CC(=O)N1CCOc2ccc(S(=O)(=O)N3CCC(C(=O)Nc4ccc(C)cc4C)CC3)cc21	-34	7%	5%	9%	0%	70%[activator]	-7%
O=C(CSc1nnc(-c2ccccc2Br)n1-c1ccccc1)c1ccc(F)cc1	-31	-14%	/	/	-2%	/	/
O=C(N/N=C/c1ccc(OC(=O)c2ccccc2)c([N+](=O)[O-])c1)c1ccc(O)cc1	12	-12%	-9%	-3%[2.32 µM]	-12%	-46%	5%
Next part.
SMILES	HCMV inh	Tb PYK inh	LmPK inh	AMA1-RON2 inh	AmpC detergent	AmpC no deterg	HCV inhibitor
NS(=O)(=O)c1ccc(CCNC(=O)CCc2ccccc2)cc1	13	7%	/	6%	/	/	19%
Cc1ccc(NC(=O)CN(C)C(=O)CCOc2ccccc2C)cc1	48	-3%	-2%	-4%	-7%	3%	31%[activator]
CC1(C(=O)NCc2ccccc2)Cc2c(-c3ccc4c(c3)OCO4)ccnc2O1 (stereo not drawn)	-81*	-10%	/	-16%	/	/	/
COc1ccc(/C(O)=C/Sc2nnc(Cc3ccccc3)o2)cc1	-20	-6%	-1%	-8%	-12%	-12%	?

Ordered by length of the SMILES (lowest first): part of the list above
SMILES	HCMV inh	Tb PYK inh	LmPK inh	AMA1-RON2 inh	AmpC detergent	AmpC no deterg	HCV inhibitor
CCN(C=NC1=NN(c2cccc(C(F)(F)F)c2)CC1)CC	-22	-28%	-1%	?	-12%	41%	11µM*
COc1ccc(/C(O)=C/Sc2nnc(Cc3ccccc3)o2)cc1	-20	-6%	-1%	-8%	-12%	-12%	?
CCCCN(C(=O)Nc1ccc(Cl)cc1)C1CCN(C(C)=O)CC1	25&31	4%&-11%	3%	-6%	9%&-8%	23%	19%
O=C(CSc1nnc(-c2ccccc2Br)n1-c1ccccc1)c1ccc(F)cc1	-31	-14%	/	/	-2%	/	/
CC1(C(=O)NCc2ccccc2)Cc2c(-c3ccc4c(c3)OCO4)ccnc2O1 (stereo not drawn)	-81*	-10%	/	-16%	/	/	/
CC(=O)N1CCOc2ccc(S(=O)(=O)N3CCC(C(=O)Nc4ccc(C)cc4C)CC3)cc21	-34	7%	5%	9%	0%	70%[activator]	-7%
O=C(N/N=C/c1ccc(OC(=O)c2ccccc2)c([N+](=O)[O-])c1)c1ccc(O)cc1	12	-12%	-9%	-3%[2.32 µM]	-12%	-46%	5%
